# PG9 Ab binder = binds the HIV-1 gp120 antibody PG9 | TR-FRET gp120-PG9 antibody binding | inhibition, % at 6.7 µM | actives 0.43% (n = 360,000); in the data active = inhibition above about 8.5%
# HTRA1 inh = blocks human HTRA1 serine peptidase. Q92743. recombinant HTRA1, FP-rhodamine activity-based probe, fluorescence polarization. inhibition, % at 5.96 µM. actives 0.5% (n = 340,000). AID 504803; in the data active = inhibition above about 36%;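 also: 0% = enzyme with DMSO and 100% = wells lacking enzyme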
# Target sequence (Q92743 whole entry, looked up): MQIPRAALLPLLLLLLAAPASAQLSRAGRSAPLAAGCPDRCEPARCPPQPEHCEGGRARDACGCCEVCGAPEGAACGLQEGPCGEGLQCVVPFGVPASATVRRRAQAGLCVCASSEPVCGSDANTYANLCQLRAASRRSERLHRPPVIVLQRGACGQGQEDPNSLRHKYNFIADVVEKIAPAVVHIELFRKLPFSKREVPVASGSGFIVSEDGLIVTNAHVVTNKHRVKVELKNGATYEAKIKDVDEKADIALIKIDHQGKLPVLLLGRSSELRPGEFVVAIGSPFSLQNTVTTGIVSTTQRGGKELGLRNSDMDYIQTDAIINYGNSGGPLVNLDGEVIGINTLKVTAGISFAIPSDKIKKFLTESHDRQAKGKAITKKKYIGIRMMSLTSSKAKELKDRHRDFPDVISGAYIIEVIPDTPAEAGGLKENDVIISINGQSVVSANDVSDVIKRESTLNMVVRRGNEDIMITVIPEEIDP
# Rev-erbA mod = modulates human Rev-erb alpha binding to DNA; Rev-erbα–FITC-DNA binding, fluorescence polarization, 90 min; activity, % at 10 µM; actives 0.79% (n = 370,000); AID 1259318;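 active = activity above about 14%, limit read from the data; passing the limit was not always enough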;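 also: 0% = DMSO wells with 35 nM protein and 100% = DMSO wells with 750 nM protein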
# GC-B act = GC-B (human) receptor activation; P20594; HEK293-GC-B cells, CNP EC30, cGMP TR-FRET; 0% at EC30 CNP, 100% saturating CNP; activation, % at 10 µM; actives 0.11% (n = 370,000);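 active = activation at 10 µM reaching about 35% in either raw or pattern-adjusted values, limit read from the data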
# rCAG binder = binds r(CAG) RNA repeats; r(CAG) RNA repeat, TO-PRO-1 dye displacement fluorescence; inhibition, % at 3 µM; actives 1.3% (n = 370,000);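 active = inhibition above the plate cutoff, the mean of all test compounds on that plate plus 3 SD, cut at about 35% in these data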;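 also: 0% = DMSO alone and 100% = 100 µM mitoxantrone as full dye displacement; higher means more dye released from RNA so lower well fluorescence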
# SMARCA2 activ = activators of SMARCA2 function. MG213 cells, MMTV-luciferase reporter, dexamethasone, overnight. activation, % at 9.1 µM. actives 1% (n = 370,000). AID 652017; in the data active = activation above about 7.8%;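 also: 0% = vehicle wells and 100% = reference activator wells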
# ARFGAP1 inh = rat ARFGAP1 inhibition; Q62848; Arfgap1-stimulated ARF1 GTP hydrolysis, GDP FP detection; inhibition, % at 16.5 µM; actives 0.26% (n = 360,000);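 active = inhibition above a per-plate limit, mean inhibition of low control wells plus 3 SD, cut at about 25% in these data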;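 also: 0% = DMSO wells with enzyme and 100% = wells lacking Arfgap1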
# Target sequence (Q62848 1-136 limits assumed): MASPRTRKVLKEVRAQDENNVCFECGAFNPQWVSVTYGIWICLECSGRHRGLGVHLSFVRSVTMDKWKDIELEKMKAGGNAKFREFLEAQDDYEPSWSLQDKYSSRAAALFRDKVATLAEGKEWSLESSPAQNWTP
#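 System: truncated rat Arfgap1 GAP domain / Medium: HEPES-based buffer, pH 7.5 / Also added: N-terminally truncated human ARF1-GTP substrate / Incubation: enzyme reaction 120 min at 25 °C after 20 min preincubation / Measured by: FP of antibody-bound GDP Alexa 633 tracer, ex 620/em 688 nm / Replicates: singlicate, each compound tested once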
# GC-A act = GC-A (human) enzyme activation | activation, % at 10 µM | P16066 | HEK293 GC-A cells, cGMP TR-FRET, EC30 ANP; 0% at EC30 ANP, 100% saturating ANP | actives 0.14% (n = 370,000); in the data active = activation above about 40%
# ASAP1 GAP inh = ASAP1 ArfGAP inhibition | Q9ULH1 | ASAP1-stimulated ARF1 GTP hydrolysis, GDP FP detection | inhibition, % at 16.5 µM | actives 0.19% (n = 360,000); in the data active = inhibition above about 25%;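 also: 0% = vehicle with enzyme and substrate and 100% = no enzyme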
# Target sequence (Q9ULH1 325-724 limits assumed): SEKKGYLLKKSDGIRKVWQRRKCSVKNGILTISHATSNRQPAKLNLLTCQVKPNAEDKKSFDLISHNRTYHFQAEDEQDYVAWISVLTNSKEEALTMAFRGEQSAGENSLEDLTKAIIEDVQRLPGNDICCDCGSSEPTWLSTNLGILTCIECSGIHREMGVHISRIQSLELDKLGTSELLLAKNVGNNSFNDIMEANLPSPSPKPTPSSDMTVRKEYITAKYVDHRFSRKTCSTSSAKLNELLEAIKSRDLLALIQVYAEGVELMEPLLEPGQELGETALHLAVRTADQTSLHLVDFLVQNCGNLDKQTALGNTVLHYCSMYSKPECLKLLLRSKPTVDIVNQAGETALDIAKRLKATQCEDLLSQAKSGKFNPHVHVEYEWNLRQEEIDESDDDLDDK
# mABHD4 FP = ABHD4 (mouse) inhibition, primary FP screen | Q8VD66 | purified mABHD4, FP-Rh probe fluorescence polarization | inhibition, % at 8.92 µM | actives 0.54% (n = 370,000) | AID 720543;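 active = inhibition exceeding the mean over every tested compound plus 3 SD, cut at about 30% in these data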;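 also: 0% = plate median of compound wells and 100% = S159A mutant with DMSO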
#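 Assay system: wild-type mouse ABHD4 protein; compound: single nominal dose of 8.92 µM, 0.89% DMSO final; schedule: 45 min + 60 min at 25 °C; measured by: FP readout, ex 525 nm / em 598 nm; evaluation: % inhibition of FP-Rh probe binding versus controls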
# * hit, by the source's call; / = no result given.
SMILES,PG9 Ab binder,HTRA1 inh,Rev-erbA mod,GC-B act,rCAG binder,SMARCA2 activ,ARFGAP1 inh,GC-A act,ASAP1 GAP inh,mABHD4 FP
COC(=O)CCSCC(=O)Nc1ccc(C)c(S(=O)(=O)N2CCCCC2)c1,-0.2,2,0,-2,-4,-2,0,-3,6,2
COc1ccccc1N1CCN(/N=C/c2cc(OC)c(OC(C)=O)c(OC)c2)CC1,0.1,-3,5,1,-3,-1,2,2,-15,-7
OCCNCCCCSc1ccc(Cl)cc1,-0.1,6,4,0,-6,1,-2,2,7,16
O=C(CSc1ncccn1)Nc1ccc(Cl)c(S(=O)(=O)N2CCOCC2)c1,1.3,-5,3,-1,3,-4,-3,-1,10,-5
O=S1(=O)CC2c3ccccc3CN2CN1Cc1ccc(F)cc1 (configuration not stated),/,/,2,4,4,-4,/,-1,/,-3
COc1ccc(OCC(=O)Nc2cc(-c3nn4c(C)nnc4s3)ccc2C)cc1,1.0,-3,5,-1,3,-2,6,2,8,-3
c1ccc(-c2nc(N3CCCCCC3)c3ccccc3n2)nc1,2.6,18,-3,3,-8,-1,4,10,6,10
CCOC(=O)c1sc2nc[nH]c(=O)c2c1C,-0.1,2,-1,-1,1,1,5,3,-23,5
Cn1c(=O)c(Sc2ccc(Cl)cc2)c(O)c2ccccc21,7.6,4,-4,3,1,-3,1,6,4,-8
CSC(=NS(=O)(=O)c1ccc(C)cc1)SC,1.3,-2,7,-5,-1,-4,1,-4,-8,3
Cc1cc(C)cc(NC(=S)NC2CC3CCCC(C2)N3C2CCCC2)c1 (configuration not stated),0.5,-9,-1,6,0,-1,5,-7,-10,-5
COc1ccc2oc(C(=O)NCCc3ccccc3)c(C)c2c1,0.7,-25,0,-2,4,-1,2,-1,7,-3
COC(=O)NNC(=O)C(C)Oc1ccc(Cl)cc1Cl (configuration not stated),/,0,3,2,/,/,/,3,/,/
COc1ccc(CN2CCN(C(=O)c3ccccc3C(=O)c3ccccc3)CC2)cc1OC,-0.9,-1,-4,10,-1,1,6,2,-1,2
O=c1c2ccccc2nnn1-c1ccc(Br)cc1,-1.0,4,-4,0,-4,3,11,1,7,5
CCOC(=O)/C(N=Nc1ccc2c(c1)OCO2)=C(\C)O,-0.9,16,5,6,-4,6,1,3,-15,0
CCOC(=O)CSC1=C(C#N)C(c2ccccc2Cl)C(C(=O)OC)C(=O)N1 (configuration not stated),-1.0,-1,5,2,6,-3,3,-2,1,-10
CCNC(=O)C1(C)CCCN(C(=O)c2cc(OC)ccc2Br)C1 (configuration not stated),-2.8,/,-5,2,2,3,7,2,13,-2
CCc1nc2ccc(C(=O)N3CCNC(=O)C3)cn2c1N(C)CCC(C)C,-0.1,/,-3,5,-3,-3,12,-3,2,-2
COC(=O)c1cc(S(=O)(=O)NCCN2CCOCC2)cn1C,-2.4,0,-1,-4,-1,0,-2,-6,-18,-7
CC1=C(C(=O)N2CCOCC2)C(c2cc(C)cs2)NC(=O)N1 (configuration not stated),-2.2,-8,-1,3,10,0,19,3,-6,-8
CC1CCCCC12NC(=O)N(CC(=O)NCCc1ccccc1)C2=O (configuration not stated),0.1,1,-5,4,-1,-1,4,1,2,2
CCC(CC)NC(=O)CC(c1ccccc1)c1ccccc1,-1.8,-6,-5,0,-7,0,5,-8,1,-4
COc1ccc(CCNC(=O)COC(=O)Cc2ccccc2F)cc1,1.1,6,6,3,2,-7,5,1,-6,1
CC(=O)N(OCc1ccc(OC(C)C)c(Cl)c1)C(C)=O,-2.6,7,4,0,-4,2,8,0,-2,1
CC(C)(C)OC(=O)C[C@@H]1C/C=C\C[C@@H](CC(=O)N(CCO)Cc2ccccc2)C(=O)N[C@H](Cc2ccccc2)COC1=O,-0.6,-1,0,4,-9,-1,-12,-4,7,6
O=C(COc1ccc2c3c(c(=O)oc2c1)CCCC3)NCC(O)c1ccccc1 (configuration not stated),0.6,7,18,-14,-1,0,0,-18,-10,1
Cc1cccc(NC(=S)N2CCCCCC2)c1C,-2.8,-4,1,-3,-2,2,4,0,8,0
COc1cccc(CNc2nc3cc(-c4cccc(C(F)(F)F)c4)sc3c(=O)n2C)c1,0.3,/,6,-2,2,-3,0,-3,5,-1
COc1ccc(CCC(=O)N2CCN(c3ccc(OC)cc3)CC2)cc1,-0.6,-5,-4,4,-6,-1,3,0,-15,-4
c1ccc(CNc2nc(NCC3CC3)nc3cc(-c4ccccc4)sc23)cc1,0.0,/,10,-2,8,-5,4,7,0,11
CC(=O)c1ccc(OCc2ccccc2)c(C)c1O,-0.9,-19,-7,-7,-4,4,10,1,3,-7
CC(C)(CC(=O)O)CC(=O)N1CCCN(c2nc3ccc(Cl)cc3s2)CC1,-2.0,1,-7,-6,3,5,-6,3,-5,7
COC(=O)C1=CN(c2ccc(Oc3ccccc3)cc2)C(N)=C(C#N)C1c1cccc(OC)c1OC (configuration not stated),-0.9,/,3,8,5,4,15,1,6,-9
COc1ccccc1N(C)c1cc2c(c3c1ccn3C)C1CCC2C1 (configuration not stated),0.7,/,7,-3,4,-2,14,7,5,33*
C/C(=C/c1[nH]c(N)[n+](CC2CC2)c1Cc1ccccc1)Cn1[nH]c(=O)n(-c2ccccc2)c1=O,/,/,0,-4,6,-3,/,-3,/,8
COc1ccc(NC(=S)NCCCN2CCCC2)cc1,-1.8,-9,-5,-7,1,-7,-1,0,18,-5
CC(C)c1ccc(N(CC(=O)NC2CCCC2)C(=O)CCC(=O)Nc2nccs2)cc1,-0.5,-1,-4,-4,-3,4,8,2,-7,6
CC(=O)NCCNC(=O)C1Cc2c(-c3ccccc3Oc3ccccc3)ccnc2O1 (configuration not stated),-0.9,/,-4,7,1,0,21,-3,-14,3
CN(C)S(=O)(=O)c1cccc(NC(=O)CCCC2CCCCC2)c1,-0.6,-16,0,5,4,0,4,-3,-6,-24
CC(COc1ccc(C(F)(F)F)cc1)CN1CCC(C(O)(c2ccccc2)c2ccccc2)CC1 (configuration not stated),/,/,3,-2,2,-5,/,-11,/,2
COc1ccc(CCNC(=O)c2cc(=O)c3cc(C)ccc3o2)cc1OC,-0.8,-4,-7,-3,-6,-3,8,1,18,1
COc1ccccc1CC(=O)Nc1ccc([N+](=O)[O-])cc1O,-0.7,0,5,7,4,-1,-2,-2,3,25
CCc1cc(C(=O)N(CC)CC(=O)Nc2c(F)cccc2F)sc1C,-0.9,2,2,6,4,-5,2,-1,1,-9
COc1cc(NC(=S)N2CCN(S(C)(=O)=O)CC2)cc(OC)c1,-1.4,1,-4,0,4,1,-3,3,-4,3
COc1cc2c(cc1OC)[C@@H]1Cc3cc4c(cc3[C@H](C2)N1C)OCO4,-0.9,-4,-3,-9,-6,-1,-7,-12,-5,6
Cc1nc2nc(SCC(=O)NCCCN3CCOCC3)nn2c(C)c1Cc1ccccc1,0.0,-4,5,3,-9,-4,-10,3,13,7
COc1ccccc1S(=O)(=O)N(C)C[C@H]1OCc2cnnn2CCCC(=O)N([C@@H](C)CO)C[C@@H]1C,0.4,2,3,-1,3,0,-4,5,-3,1
COc1cccc(CNC(=O)C2CCC(=O)N(CC3CCCCC3)C2)c1OC (configuration not stated),-1.8,-10,3,-2,-8,-2,-4,1,0,5
Cc1cc(CNC(=O)Cc2c(F)cccc2Cl)nn1C,/,2,1,11,/,/,/,0,/,/
Fc1ccc(N2CCN(C3CCC(c4ccccc4)CC3)CC2)cc1 (configuration not stated),-1.3,-3,7,4,-4,2,-12,4,-4,4
O=C(Nc1cccc(F)c1)c1cccnc1N1CCOCC1,1.5,-1,2,6,-1,-3,5,-6,11,-10
Cc1noc(C(=O)Nc2ccc(F)cc2F)c1Cl,-2.5,-1,3,3,-1,6,4,-3,-6,-3
Cc1ccccc1Oc1ccc2c(c1)[C@@H]1C[C@H](N(C)C(=O)c3ccc(C#N)cc3)[C@H]([C@H](C)O)C(=O)N1CC2,0.1,-9,-1,8,7,0,0,-1,1,-6
CC(=O)c1cnc(SCCN2C(=O)c3ccccc3C2=O)nc1C,-0.1,-5,2,-2,-5,-2,1,-4,-7,2
CS(=O)c1nc(-c2ccc(Br)cc2)cc(-c2ccccc2)c1C#N (configuration not stated),0.5,-43,-1,8,-4,2,7,2,-2,9
O=C(CNC(=O)c1ccco1)OCC(=O)c1ccc2ccccc2c1,4.8,0,0,3,8,-4,9,1,6,-15
CCN1C(=O)S/C(=C/c2c(OCc3ccc(C(=O)O)cc3)ccc3ccccc23)C1=O,-4.0,-73,9,4,50*,-1,6,2,5,-42
Nc1ccc(C2CCCc3nonc32)c2nonc12 (configuration not stated),-2.7,2,1,5,2,-4,4,4,-4,-9
Cc1nc2ccc(C(=O)Nc3ccc(N(C)C)cc3)cc2s1,-13,3,-1,-2,-1,1,-2,-3,-8,6

# Later entries
SMILES,PG9 Ab binder,HTRA1 inh,Rev-erbA mod,GC-B act,rCAG binder,SMARCA2 activ,ARFGAP1 inh,GC-A act,ASAP1 GAP inh,mABHD4 FP
COc1ccc(C(=O)Nc2cccc(S(=O)(=O)NC3=NCCC3)c2)cc1OC,-0.7,6,1,4,7,1,9,2,7,-1
COc1ccc(C(=O)/C=C/C(=O)N(Cc2ccccc2OC)C(C(=O)NC2CCCCC2)c2ccncc2)c(O)c1 (configuration not stated),0.1,-32,-4,-1,0,-2,1,-10,-3,8
O=C1CCC/C=C/C[C@H](CC(=O)N(CCO)Cc2ccccc2)C(=O)N[C@@H](Cc2ccccc2)CO1,1.6,-2,4,0,-11,0,5,-2,-1,0
COc1ccc(-n2nnnc2SCC(=O)Nc2nnc(C)s2)cc1,0.9,3,-1,-8,0,-3,3,2,0,-4
CC(O)[C@H]1CC[C@H]2[C@@H]3CC[C@H]4C[C@@H](O)CC[C@]4(C)[C@H]3C(=O)C[C@]12C (some centres not stated),1.3,-6,-2,-3,-12,-1,12,3,7,0
COc1nc(N(C)C)nc(N(C)c2cc(Cl)cc(Cl)c2)n1,-0.3,-2,3,-11,-6,-2,8,-11,-5,-2
CC1CCN(C(=O)CSc2nnc(CNc3ccc(F)cc3)n2Cc2ccco2)CC1,-0.6,0,-2,1,-5,-4,4,3,12,1
CC(C)CNC(=O)c1ccc(Cl)c(Cl)c1,-0.3,5,-4,-2,-1,0,8,-3,2,0
Cc1cccc(C)c1Nc1nnc(SCc2nc3ccccc3s2)s1,-0.1,-27,-3,-6,-2,4,-5,-6,1,-8

# In the list so far, 5 contain a thiophene ring, fused or not:
SMILES,PG9 Ab binder,HTRA1 inh,Rev-erbA mod,GC-B act,rCAG binder,SMARCA2 activ,ARFGAP1 inh,GC-A act,ASAP1 GAP inh,mABHD4 FP
CCOC(=O)c1sc2nc[nH]c(=O)c2c1C,-0.1,2,-1,-1,1,1,5,3,-23,5
CC1=C(C(=O)N2CCOCC2)C(c2cc(C)cs2)NC(=O)N1 (configuration not stated),-2.2,-8,-1,3,10,0,19,3,-6,-8
COc1cccc(CNc2nc3cc(-c4cccc(C(F)(F)F)c4)sc3c(=O)n2C)c1,0.3,/,6,-2,2,-3,0,-3,5,-1
c1ccc(CNc2nc(NCC3CC3)nc3cc(-c4ccccc4)sc23)cc1,0.0,/,10,-2,8,-5,4,7,0,11
CCc1cc(C(=O)N(CC)CC(=O)Nc2c(F)cccc2F)sc1C,-0.9,2,2,6,4,-5,2,-1,1,-9
